Source: PubChem (several laboratories)
Keap1-Nrf2 PPI – inhibitors of human Keap1-Nrf2 protein-protein interaction | Q14145 | Keap1 Kelch-Nrf2 peptide fluorescence polarization, 1536-well | inhibition, % at 9.4 µM | hit rate 0.15% among 340,000 | AID 504523; in the data active = inhibition above about 12%;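 note: human Keap1 Kelch domain with fluorescein labeled Nrf2 9mer peptide probe; 0% = neutral control wells and 100% = peptide positive control; higher means more block of Keap1 binding to Nrf2 peptide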
NSD2 inh – blocks human histone methyltransferase NSD2. inhibition, % at 12.5 µM. NSD2 peptide methylation, AlphaScreen, 120 min. O96028. hit rate 0.54% among 310,000. AID 743445; in the data active = inhibition above about 50%
Target sequence (O96028 whole entry, looked up): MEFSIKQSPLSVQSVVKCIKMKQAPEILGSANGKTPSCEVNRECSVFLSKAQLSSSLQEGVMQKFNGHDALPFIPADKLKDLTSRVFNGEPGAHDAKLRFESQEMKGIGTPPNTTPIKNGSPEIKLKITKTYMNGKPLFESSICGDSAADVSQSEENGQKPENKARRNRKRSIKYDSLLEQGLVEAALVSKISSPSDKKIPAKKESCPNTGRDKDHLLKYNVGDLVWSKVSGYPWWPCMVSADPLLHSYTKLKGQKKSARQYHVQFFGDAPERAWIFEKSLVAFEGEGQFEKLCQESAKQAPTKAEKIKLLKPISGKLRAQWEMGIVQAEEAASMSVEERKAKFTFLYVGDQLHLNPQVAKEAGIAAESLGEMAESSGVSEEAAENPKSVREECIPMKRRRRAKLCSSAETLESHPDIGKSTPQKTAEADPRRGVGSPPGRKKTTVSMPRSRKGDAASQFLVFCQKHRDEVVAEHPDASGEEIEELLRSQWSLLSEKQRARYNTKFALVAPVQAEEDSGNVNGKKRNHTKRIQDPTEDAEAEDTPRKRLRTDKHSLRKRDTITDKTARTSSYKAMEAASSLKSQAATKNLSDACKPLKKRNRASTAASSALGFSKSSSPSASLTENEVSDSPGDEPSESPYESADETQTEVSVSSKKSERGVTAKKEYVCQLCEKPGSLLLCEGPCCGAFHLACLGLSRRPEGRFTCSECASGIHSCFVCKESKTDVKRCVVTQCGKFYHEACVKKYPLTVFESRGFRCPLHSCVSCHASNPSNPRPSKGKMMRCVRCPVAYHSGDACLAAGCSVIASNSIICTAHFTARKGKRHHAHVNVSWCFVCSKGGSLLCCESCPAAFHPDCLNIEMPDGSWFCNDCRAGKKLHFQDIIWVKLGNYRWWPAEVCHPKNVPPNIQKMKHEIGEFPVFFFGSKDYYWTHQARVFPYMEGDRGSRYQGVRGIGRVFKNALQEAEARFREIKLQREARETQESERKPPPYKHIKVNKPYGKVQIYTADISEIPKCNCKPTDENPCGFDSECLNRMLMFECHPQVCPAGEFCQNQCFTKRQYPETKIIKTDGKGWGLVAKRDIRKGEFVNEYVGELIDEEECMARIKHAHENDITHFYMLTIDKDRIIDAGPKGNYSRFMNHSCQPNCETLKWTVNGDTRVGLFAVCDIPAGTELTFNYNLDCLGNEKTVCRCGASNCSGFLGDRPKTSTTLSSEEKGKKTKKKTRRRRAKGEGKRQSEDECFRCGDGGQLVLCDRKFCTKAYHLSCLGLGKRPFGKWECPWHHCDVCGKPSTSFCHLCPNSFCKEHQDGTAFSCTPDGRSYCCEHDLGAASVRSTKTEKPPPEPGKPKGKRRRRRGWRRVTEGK
RTF Ca sens inh – cardiac RTF calcium desensitization; IANBD-labeled cardiac RTF, Ca2+ fluorescence; inhibition, % at 7.15 µM; hit rate 0.12% among 340,000; AID 493244;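 active = inhibition above the mean inhibition of all tested compounds plus 3 SD, cut at about 17% in these data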;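 note: assay run at fixed EC70 calcium of 1.6 mM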
DSG3 Ab inh – human desmoglein-3 autoantibody binding inhibition; DSG3-coupled beads, scFv-anti-DSG3-GFP binding, flow cytometry; active compounds read low; hit rate 0.48% among 310,000; binding (percent of control), % at 10 µM;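 active = binding more than 3 SD below its plate's average and above zero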;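 note: hits lower antibody fragment binding to DSG3; some compounds called inactive have numbers as strong as hits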
CAL PDZ FP-1 – blocks peptide binding to human CAL PDZ domain; Q9HD26; purified CAL PDZ, TMR-peptide fluorescence polarization, 1 h; inhibition, % at 20 µM; hit rate 0.02% among 330,000; AID 504414;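 active = highest replicate inhibition of at least 40%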;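 note: plate controls were DMSO neutral control wells for no effect and unlabeled competitor peptide control wells for full effect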
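Control set: unlabelled peptide and DMSO controls / Material: purified CerCALP PDZ construct / Timing: 1 h incubation at room temperature before polarization reading / Doses: 20 µM, one dose / Detection: fluorescence polarization (mP)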
V-ATPase pHluor – yeast V-ATPase proton transport regulation by pHLuorin. response, % at 10 µM. hit rate 0.37% among 350,000. S. cerevisiae, pHLuorin cytosolic pH fluorescence. AID 504577; in the data active = response mostly above about 7.3%, no sharp cut-off; inactive = mostly below about 5.4%; note: actives read high; inactives centre near 0; some compounds called inactive have numbers as strong as hits
CAL PDZ FP-2 – inhibitors of human CAL PDZ peptide binding. Q9HD26. purified CAL PDZ, TMR-peptide fluorescence polarization, 1 h. inhibition, % at 24.9 µM. hit rate 0.92% among 300,000. AID 602252;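 active = mean inhibition of at least 30% with at least half of replicates also reaching 30%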;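 note: 0% = DMSO neutral control and 100% = excess unlabeled competitor peptide PRC23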
DAGLB inhibitor – diacylglycerol lipase beta (human) inhibition | Q8NCG7 | HEK293T DAGLB membrane lysate, EnzChek fluorogenic substrate | inhibition, % at 5.17 µM | hit rate 0.059% among 340,000; in the data active = inhibition above about 34%;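 note: 0% = enzyme with vehicle and 100% = wells lacking enzyme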
Arr AP2 block – inhibitors of human beta-arrestin and AP2 interaction; FITC-arrestin peptide / GST-AP2 beads, flow cytometry; AP2 beta2 appendage carries R879A mutation; inhibition, % at 10 µM; hit rate 0.31% among 340,000;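 active = inhibition above a set limit, near 3 SD of compounds lacking own fluorescence, cut at about 54% in these data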;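 note: plate controls were DMSO wells for no effect and 5 µM unlabelled arrestin peptide for full effect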
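test system = AP2 appendage R879A on GSH beads | buffer or medium = PBS plus Tween 20 (0.05%) and BSA (0.1%) | incubation = 12 min plus 1 h, RT | detection = bead flow cytometry, FITC channel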
LANA DNA inh – inhibitors of KSHV LANA C-terminal domain DNA binding. hit rate 0.078% among 340,000. inhibition, % at 9 µM. AID 504423. MBP-C-LANA/FAM-LBS DNA binding, fluorescence polarization;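 active = highest replicate inhibition at or above 60% at 9 µM, even if other replicates fall short; inactive = all replicates below 60% inhibition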;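 note: 0% = neutral control wells and 100% = 4 µM acridine orange control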
Active calls of the source: *; . = no result given. Only part of the results is shown, so the mix of outcomes need not match the whole.

SMILES | Keap1-Nrf2 PPI | NSD2 inh | RTF Ca sens inh | DSG3 Ab inh | CAL PDZ FP-1 | V-ATPase pHluor | CAL PDZ FP-2 | DAGLB inhibitor | Arr AP2 block | LANA DNA inh
CCCN1CCN(C(=S)Nc2ccc(S(N)(=O)=O)cc2)CC1 | 2 | 5 | 5 | 97 | 0.0 | -2 | -4 | 0 | 1 | 0.2
Cc1cccn2c(=O)c3cc(C(=O)NC4CCS(=O)(=O)C4)n(Cc4ccccc4)c3nc12 (configuration not stated) | 3 | -2 | -5 | . | -3.7 | 0 | -4 | 3 | -7 | 2.5
O=C1NNC(c2ccccc2)=N/C1=C\c1ccco1 | -5 | 35 | -5 | 96 | 0.9 | -1 | -1 | 4 | 16 | 2.7
Cc1ccc(-c2nc(-c3ccccc3)no2)c(Cl)c1 | -5 | . | -7 | 100 | -0.2 | 3 | . | -14 | 22 | -0.5
Cc1ccc2c(CC(=O)OCc3csc(C)n3)coc2c1 | -2 | 0 | -33 | . | -0.8 | -1 | 0 | -6 | 23 | 0.0
CCOc1nc(N2CCCCC2)nc(-n2cc(-c3ccccc3)nn2)n1 | -2 | . | -7 | 108 | -0.9 | 1 | 1 | -2 | 1 | 0.3
Cc1ccc(NC(=O)c2cc(S(=O)(=O)Nc3ccc(C)cc3)cs2)cc1 | 0 | 8 | -24 | 97 | -3.1 | . | -4 | -1 | 0 | -2.1
CC(C)C(=O)Nc1nnc(SCc2cccc(F)c2)s1 | -1 | -1 | 4 | 100 | -1.2 | 2 | . | -1 | -11 | -0.6
Cc1ccccc1NC(=O)COC(=O)c1cc[n+]([O-])cc1 | -3 | 3 | -7 | 102 | -1.8 | 5 | 0 | 2 | 33 | 0.5
O=C(c1ccc(Cl)cc1)N(Cc1ccc(Br)cc1)N1C(=O)CCC1=O | 0 | -3 | -3 | 115 | -0.1 | 1 | 0 | -2 | 19 | -0.7
Cc1cccc(CN2CCN(C(C)C(=O)NC(C)c3ccccc3)CC2)c1 (configuration not stated) | 0 | 2 | 3 | 86 | 0.5 | -4 | -5 | -2 | 56* | 1.8
Cc1ccc(N(C(=O)Cc2c[nH]c3ccccc23)C(C(=O)NC2CCCCC2)c2ccco2)cc1 (configuration not stated) | -5 | -1 | -12 | 100 | -2.1 | -2 | 0 | 2 | 4 | -0.6
O=C1c2ccccc2C(=O)N1CCN1CCOCC1 | -2 | . | -5 | 104 | -0.1 | 6 | . | 0 | -1 | -0.7
COc1ccc(CNC(=O)C2CCC(CNc3c(N4CCCCC4)c(=O)c3=O)CC2)cc1 (configuration not stated) | 0 | -8 | 8 | 98 | -1.1 | 3 | -1 | -2 | 7 | 1.5
Cc1cc(C)cc(C(=O)NC(CC(N)=O)c2ccc(NC3CCCCC3)c([N+](=O)[O-])c2)c1 (configuration not stated) | 0 | . | -29 | 105 | 0.8 | -6 | 2 | 1 | 7 | -0.7
COC(=O)/C=C1\N/C(=N\c2nc(C)cc(C)n2)N(c2ccc(C)cc2)C1=O | -3 | 0 | 8 | 91 | -2.8 | -1 | -3 | 0 | 0 | 1.5
CC(C)(C)OC(=O)N1CCCN(C(=O)c2ccc(Cl)cc2)CC1 | 2 | 0 | 6 | 97 | . | -3 | -7 | -1 | -16 | 0.7
COc1cc(C(=O)Oc2cc(C)cc(C)c2)cc(OC)c1OC | 2 | -7 | -9 | 101 | -1.5 | 0 | -1 | -11 | 3 | -1.7
COC(=O)C1=C(C)OC(N)=C(C#N)C1c1cc(OC)ccc1OC (configuration not stated) | -3 | . | 3 | 96 | -2.1 | 2 | -2 | 1 | 42 | -1.1
COCCn1c(SCC(=O)Nc2cccnc2Cl)nc2cc(Cl)ccc2c1=O | 2 | 15 | 0 | . | -0.2 | 0 | 8 | -2 | 12 | 0.6
CC(=O)Nc1ccc(C(=O)OCC(=O)N(Cc2ccccc2)C(C)(C)C)cc1 | -2 | 1 | -5 | 95 | -1.2 | 0 | -4 | 1 | 0 | -1.7
Cc1ccc(CNC(=O)C(NS(=O)(=O)c2cccc3nsnc23)c2ccccc2)cc1 (configuration not stated) | 0 | 2 | -10 | 115 | -0.1 | 0 | . | 3 | 1 | -0.5
Cc1nnc(SCc2nnc(-c3ccc(Cl)cc3)o2)n1-c1ccccc1 | -3 | 0 | -2 | 114 | -0.3 | 5 | -1 | 3 | 1 | 1.3
Cc1cccc(C)c1NC(=O)CCCSc1nnc(-c2ccc(Cl)cc2)n1-c1ccccc1 | -5 | -1 | 8 | 98 | -2.2 | 0 | 11 | 2 | 1 | 1.3
CCOC(=O)N1CCN(C(=O)CN(C2CCCCC2)S(=O)(=O)c2c(C)cc(C)cc2C)CC1 | 4 | 2 | -10 | 101 | -2.5 | 1 | -2 | -4 | -7 | 0.5

Brought forward from above: 3 compounds, followed by the next part.
SMILES | Keap1-Nrf2 PPI | NSD2 inh | RTF Ca sens inh | DSG3 Ab inh | CAL PDZ FP-1 | V-ATPase pHluor | CAL PDZ FP-2 | DAGLB inhibitor | Arr AP2 block | LANA DNA inh
Cc1nnc(SCc2nnc(-c3ccc(Cl)cc3)o2)n1-c1ccccc1 | -3 | 0 | -2 | 114 | -0.3 | 5 | -1 | 3 | 1 | 1.3
Cc1cccc(C)c1NC(=O)CCCSc1nnc(-c2ccc(Cl)cc2)n1-c1ccccc1 | -5 | -1 | 8 | 98 | -2.2 | 0 | 11 | 2 | 1 | 1.3
CCOC(=O)N1CCN(C(=O)CN(C2CCCCC2)S(=O)(=O)c2c(C)cc(C)cc2C)CC1 | 4 | 2 | -10 | 101 | -2.5 | 1 | -2 | -4 | -7 | 0.5
CCN(CC)C(=O)c1sc(NC(=O)c2cc(-c3ccc(C)s3)nc3ccccc23)c(C(=O)OC)c1C | -6 | -1 | 0 | 98 | -2.9 | 3 | -6 | -2 | -1 | -0.4
O=C(CN1C(=O)S/C(=C\c2ccccn2)C1=O)Nc1ccc(F)cc1 | 0 | -1 | -10 | 117 | -2.3 | 1 | -4 | -3 | 7 | 1.6
O=C(O)c1cc(-c2ccco2)nc2cc3ccccc3cc12 | 0 | 4 | 0 | 111 | -0.7 | 3 | . | 3 | 8 | 22
COc1ccc(NC(=O)c2cccnn2)cc1 | -5 | -2 | -7 | 97 | -3.9 | -1 | -4 | 0 | -1 | -0.1
Cc1ccc(NC(=O)COc2ccc(N(C)S(=O)(=O)c3ccc(F)cc3)cc2)cc1 | -8 | -2 | -2 | . | -1.0 | 5 | 7 | -7 | -9 | -1.7
Cc1cc(C)nc(NC(=O)c2ccc(Cl)c([N+](=O)[O-])c2)n1 | -3 | -2 | -2 | 108 | -0.1 | 4 | 2 | 1 | 0 | 0.6
CCCn1c2ccccc2c2cnn(CC(=O)NCCCN3CCCCC3CC)c(=O)c21 (configuration not stated) | -2 | 2 | -5 | 106 | -2.3 | -1 | 4 | 3 | -8 | -3.2
COCCCNC(=O)C1Cc2cc(S(=O)(=O)N3CCCC3)ccc2N1C(C)=O (configuration not stated) | -4 | 5 | -7 | 96 | 0.7 | 1 | -2 | 2 | -14 | -0.1
CC(=O)OC1CCC2(C)C(CCC3C4CC=C(C(C)=O)C4(C)OC(=O)CC32)C1 (configuration not stated) | . | -8 | . | 109 | . | 3 | . | 5 | . | .
C[C@H](NC(=O)NCc1ccc(F)cc1)C(=O)O | -9 | 0 | 2 | 74 | -0.5 | -4 | -9 | -4 | 7 | -0.8
COc1ccccc1N(CN1CCCC1=O)C(=O)c1ccccc1F | -2 | 2 | -6 | 92 | 1.0 | -3 | -1 | 0 | 23 | -1.6
Cc1ccc(-c2onc3ccc(C(=O)/C=C/N(C)C)cc23)cc1 | -12 | -1 | -6 | 96 | -16 | -2 | -18 | 3 | 8 | -1.6
CCOc1ccc(C(=O)NC(=S)Nc2ccccc2N2CCCCC2)cc1[N+](=O)[O-] | -5 | 1 | -8 | 80 | -1.0 | -6 | -5 | -11 | 5 | 0.7
CCN1CCN(c2ccc(NC(=O)c3ccc4c(c3)OCCO4)cc2C)CC1 | -2 | . | -22 | 106 | -1.6 | -2 | -3 | 1 | -15 | 1.6
Cc1[nH]c(=O)c(C#N)cc1-c1ccncc1 | 3 | . | 4 | 102 | -0.9 | 2 | -2 | 0 | -3 | 3.4
CC(=O)N1c2ccccc2NC2=C(C(=O)CCC2)C1c1cccnc1 (configuration not stated) | 0 | 3 | -3 | 96 | -1.8 | 5 | -3 | 4 | 38 | -0.3
CC(Cc1ccccc1)C(=O)N(C)Cc1ccccc1 (configuration not stated) | -4 | . | -13 | 105 | -1.0 | -1 | -2 | -4 | -9 | -3.9
O=C1C2ON(c3ccc(Br)cc3)C(c3cccnc3)C2C(=O)N1C1CCCCC1 (configuration not stated) | -1 | -5 | -7 | 102 | -0.4 | 0 | 0 | 1 | 0 | 0.4
CC(C)N1CCN(Cc2cnc(-c3ccccc3)s2)CC1CCO (configuration not stated) | -7 | -1 | -8 | 101 | -1.9 | 17 | 0 | -2 | 0 | -0.4
Cc1ccc(C(=O)NNC(=O)c2ccc3ccccc3c2O)cc1 | 2 | 3 | 0 | 106 | -1.3 | -1 | 1 | 5 | 34 | -1.1
O=C(CSc1nc2nc(-c3cccs3)cc(C(F)(F)F)c2c(=O)[nH]1)C(F)(F)F | 0 | . | 4 | 102 | 0.1 | -3 | -4 | 2 | 7 | 3.1

An excerpt of these results, with values under each structure:
Every second line gives: Keap1-Nrf2 PPI	NSD2 inh	RTF Ca sens inh	DSG3 Ab inh	CAL PDZ FP-1	V-ATPase pHluor	CAL PDZ FP-2	DAGLB inhibitor	Arr AP2 block	LANA DNA inh
CC(Cc1ccccc1)C(=O)N(C)Cc1ccccc1 (configuration not stated)
 : -4	.	-13	105	-1.0	-1	-2	-4	-9	-3.9
O=C1C2ON(c3ccc(Br)cc3)C(c3cccnc3)C2C(=O)N1C1CCCCC1 (configuration not stated)
 : -1	-5	-7	102	-0.4	0	0	1	0	0.4
